# ASM inhibitor: blocks human secretory acid sphingomyelinase; hit rate 0.006% among 340,000; placental ASM, HMU-PC fluorogenic substrate, 60 min; AID 504937; Potency, µM (doses to about 57.5 µM), inactives show top-dose activity change, negative = inhibition, actives largely listed as inhibitors; note: potency is the fitted concentration of half-maximal effect
# Target sequence (P17405 47-631 limits assumed): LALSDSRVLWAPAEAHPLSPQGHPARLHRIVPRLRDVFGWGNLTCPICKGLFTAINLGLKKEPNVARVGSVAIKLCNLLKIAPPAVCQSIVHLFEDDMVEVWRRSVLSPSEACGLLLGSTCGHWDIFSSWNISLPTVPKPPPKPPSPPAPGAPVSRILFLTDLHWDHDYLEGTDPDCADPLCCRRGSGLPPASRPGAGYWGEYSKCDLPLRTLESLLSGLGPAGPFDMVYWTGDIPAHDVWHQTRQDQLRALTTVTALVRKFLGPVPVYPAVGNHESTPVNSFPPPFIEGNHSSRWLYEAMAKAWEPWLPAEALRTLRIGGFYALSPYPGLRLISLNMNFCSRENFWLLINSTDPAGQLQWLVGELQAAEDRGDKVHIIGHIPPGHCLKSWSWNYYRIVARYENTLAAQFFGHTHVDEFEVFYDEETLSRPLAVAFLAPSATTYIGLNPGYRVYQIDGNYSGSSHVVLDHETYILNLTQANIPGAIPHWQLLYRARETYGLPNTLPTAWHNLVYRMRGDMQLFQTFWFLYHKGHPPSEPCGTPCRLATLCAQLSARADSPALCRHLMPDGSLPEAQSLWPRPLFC
#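 Steps: dispense placental human ASM, pin compound, wait 10 min at room temperature, add HMU-PC0 substrate at 9 uM final, incubate 60 min at 37 °C, add stop solution raising pH to 10, read fluorescence.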
# TRPV1 agonist: agonists of human vanilloid receptor 1 (TRPV1); activation, % at 8.33 µM; TRPV1-expressing cells, Fluo-8 calcium influx, agonist mode; hit rate 0.19% among 320,000; in the data active = activation above about 80%; inconclusive = between about 30% and that limit; note: 0% is about no effect
#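 TRPV1-expressing cells were cultured overnight at 35.5C and loaded with Fluo-8 calcium dye for 40 to 90 min at room temperature. After a 10 s baseline, compound was added and calcium influx was read kinetically for 3 min (ex 480/em 520 nm).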
# FBPA coupling cs: counter-screen for Giardia aldolase inhibitors: coupling enzyme system. coupling enzyme system counterscreen, AmpLite Red fluorescence. activity change, negative = inhibition, % at 58.2 µM, hits read low. hit rate 0.67% among 290,000; in the data active = activity change below about -30%; note: % is set by controls: 0 for no effect and ±100 for the full control effect
#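 First, compound is pin-transferred into glyceraldehyde-3-phosphate coupling-enzyme reagent at 57.5 uM final and held 10 min at RT. Next, substrate, coupling system and AmpLite Red are added. After 20 min RT, fluorescence (525/598 nm) is read.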
# CXXC DNA block: blocks binding of human MLL CXXC domain to DNA; hit rate 0.037% among 290,000; MLL-CXXC / FITC-HOXA9 DNA fluorescence polarization; Potency, µM (doses to about 115 µM), for the others: at the highest dose activity change, negative = inhibition, most hits filed as inhibitors; active = well fitted inhibition curve with a large enough effect in the polarisation, with a control signal flat, not every such curve was filed as active; inconclusive = small, poorly fitted or top-dose-only effect, or effect the other way, or a change in a side signal; inactive = no such curve, though single readings can be large or run the other way; the % refers to the polarisation; note: potency is the fitted concentration of half-maximal effect
#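 Fluorescence polarization: 7 uM MLL-CXXC (stock) preincubated 5 min with compounds, then 50 nM fluorescein-HOX-A9 DNA (stock) added; 30 min ambient. Buffer 50 mM Tris-HCl pH 7.5, 50 mM NaCl, 1 mM DTT, 0.05% BSA.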
# KCNH2 3.1 inh: KCNH2 3.1 (human) potassium channel inhibition. U2OS KCNH2 3.1, thallium flux FluxOr; active compounds read low. hit rate 0.95% among 340,000. AID 720553. activity change, % (tested at about 1.8 µM);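 active = maximum activity change below -70%; inconclusive = maximum activity change from -70% to -50%; inactive = maximum activity change above -50%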;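 note: thallium influx rate constant from kinetic fluorescence after stimulation buffer; % is set by controls: 0 for no effect and ±100 for the full control effect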
#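 Normalized rate constant (relative to positive and negative DMSO controls) derived from a 2 min kinetic fluorescence read after stimulation; U2OS cells expressing the 3.1 isoform via virus at 1.77 x 10^8 /mL.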
# GALK inhibitor: inhibitors of human galactokinase; P51570; Purified GALK, Kinase-Glo residual ATP luminescence; Potency, µM (doses to about 57.5 µM), for the others: at the top dose activity change, negative = inhibition, usual class: inhibitors; hit rate 0.007% among 270,000; note: potency is the fitted concentration of half-maximal effect; % is set by controls: 0 for no effect and ±100 for the full control effect
# Target sequence (P51570 whole entry, looked up): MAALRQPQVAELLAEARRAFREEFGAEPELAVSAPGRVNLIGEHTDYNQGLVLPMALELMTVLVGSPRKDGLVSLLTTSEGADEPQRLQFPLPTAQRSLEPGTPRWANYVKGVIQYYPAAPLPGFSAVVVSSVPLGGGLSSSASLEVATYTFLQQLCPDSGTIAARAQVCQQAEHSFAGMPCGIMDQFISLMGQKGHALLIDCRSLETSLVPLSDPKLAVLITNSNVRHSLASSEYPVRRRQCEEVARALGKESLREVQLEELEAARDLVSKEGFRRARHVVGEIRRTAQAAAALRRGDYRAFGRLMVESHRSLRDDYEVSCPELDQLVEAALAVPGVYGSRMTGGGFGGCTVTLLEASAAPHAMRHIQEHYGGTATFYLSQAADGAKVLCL
#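 Luminescence from leftover ATP (Ultra-Glo luciferase/luciferin) served as read-out after a 1 h room-temperature reaction of 5 nM GALK with 35 uM ATP and 100 uM galactose.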
# KCNH2 WT inh: blocks the wildtype human KCNH2 potassium channel; Q12809; U2OS, BacMam KCNH2, thallium flux FluxOr; active compounds read low; activity change, % at 1.84 µM; hit rate 0.37% among 340,000; AID 720551;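 active = maximum activity change below -70%; inconclusive = maximum activity change between -70% and -50%; inactive = maximum activity change above -50%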; note: % is set by controls: 0 for no effect and ±100 for the full control effect
#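 U2OS cells were transduced with wild-type KCNH2 virus (2.03 x 10^8 / mL) for 4 h at room temperature, then cultured overnight at 37 C. Thallium flux was read with FluxOr dye. Rate constants were normalized to DMSO controls.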
# MBNL1-CUG inh: inhibitors of human MBNL1 binding to CUG repeat RNA | Q9NR56 | Potency, µM (titrated, usually from 57.5 µM), inactives show at the top dose activity change, negative = inhibition, usual class: inhibitors | AID 2675 | TR-FRET MBNL1-His/biotin-(CUG)12 binding, 665/545 ratio | hit rate 0.036% among 280,000; active = well fitted inhibition curve with a large enough effect in the signal ratio, with a control signal flat, not every such curve was filed as active; inconclusive = small, poorly fitted or top-dose-only effect, or effect the other way, or a change in a side signal; inactive = no such curve, though single readings can be large or run the other way; the % refers to the signal ratio; note: potency is the fitted concentration of half-maximal effect; % is set by controls: 0 for no effect and ±100 for the full control effect
#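 His-tagged MBNL1 binding to biotinylated (CUG)12 RNA was measured by TR-FRET using terbium anti-His antibody (0.055 ng/ul final) and streptavidin-XL665 (5 nM final). Compounds were titrated 92 nM to 58 uM; 60 min at room temperature.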
# a7 integrin act: activators of alpha7 integrin expression for muscular dystrophy; alpha7betagal myoblasts, beta-gal FDG fluorescence, 48 h; Potency, µM (titrated, usually from 38.3 µM), inactives show top-dose activation, hits mostly activators; hit rate 0.064% among 350,000; AID 624291;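 note: potency is the fitted concentration of half-maximal effect; 100% = response of the positive control SU9516; nearly all actives have a fitted effect of over 60% in size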
#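 Alpha7betagal+/- myoblasts (passage 13) were plated 16-24 hr, then exposed to compounds (1:260 dilution of DMSO stock) for 48 hours at 37C. After MPER lysis, β-galactosidase reporter activity was read as FDG fluorescence (ex 480/em 540) after 30 minutes.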
# A-T KAP1 phos: potential ataxia-telangiectasia treatments restoring KAP-1 phosphorylation; hit rate 0.19% among 320,000; Potency, µM (top dose mostly 57.5 µM), for the others: at the top dose activation, most hits filed as activators; AID 485349; […] A-T fibroblasts, KAP-1 phosphorylation AlphaLISA; neocarzinostatin DNA damage 30 min before lysis; note: potency is the fitted concentration of half-maximal effect; % of control where 0% means no effect; nearly all actives have a fitted effect of over 45% in size
#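 ATM-like activity read as KAP-1 phosphorylation via AlphaLISA donor/acceptor antibody pairs after lysis and 6 hr at 25C. Cells were ATM-null patient fibroblasts ([…], hTERT), dosed 60 min, then exposed to the DSB inducer NCS for 30 min.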
# The depositor's hits bear a star; i = inactive; u = inconclusive; x = no result given; [ ] = dose if it differs, or a comment. Unless noted, calls come from the whole dose curve; as a rule, active = well fitted curve in the direction sought with a large enough effect; inconclusive = small, poorly fitted or top-dose-only effect, or another doubt; inactive = no such curve, though single readings can be large; an effect the other way counts as inactive or inconclusive.
SMILES,ASM inhibitor,TRPV1 agonist,FBPA coupling cs,CXXC DNA block,KCNH2 3.1 inh,GALK inhibitor,KCNH2 WT inh,MBNL1-CUG inh,a7 integrin act,A-T KAP1 phos
Cc1ccc(NC(=S)N(C)Cc2cn(C)c3ccccc23)cc1,0%,9,-3,1%,-6,0%,-3,x,-35%,7%
O=[N+]([O-])c1ccc(OCc2cnc(Cl)s2)c([N+](=O)[O-])c1,-5%,2,0,-8%,-11,1%,-2,u,-10%,-3%
COCCn1c(-c2ccco2)nc2nc3ccccc3nc21,i,2,4,-6%,1,-1%,-1,u,2%,-6%
O=C(NCCNC(=O)c1ccco1)c1cccc(F)c1,2%,0,-1,3%,1,17%,-1,-3%,-10%,6%
COC(=O)C1C2C=CC3(CN(Cc4ccco4)C(=O)C13)O2 (stereo not given),4%,-2,-1,-7%,8,2%,-8,7%,20%,-5%
Cc1ccc(C(=O)Nc2cccc(NC(=O)c3cccnc3)c2)cc1,2%,2,1,4%,5,1%,9,0%,4%,-2%
O=C(NC1CC1)c1ccc(NC(=O)C2CCCC2)cc1,0%,x,x,x,4,x,3,x,-5%,x
CCOC(=O)c1c(C)[nH]c(C(=O)CN2C(=O)NC(CC)(c3ccccc3)C2=O)c1C (stereo not given),u,0,-3,-4%,40,4%,5,-3%,4%,x
C=CCN(C(=O)Cc1cccs1)c1nc(-c2ccc(S(C)(=O)=O)cc2)cs1,4%,0,-1,24%,-8,10%,3,4%,-12%,1%
COc1cc(NC(=O)C(C)C)ccc1NC(=O)c1ccco1,5%,-3,1,0%,0,8%,2,-2%,2%,3%
CC(=O)SC1CC(=O)C=C2CCC3C4CCC(=O)OC4(C)CCC3C21C (stereo not given),4%,x,x,x,24,x,2,x,6%,x
CC1CCN(C(NC(=O)c2ccco2)C(=O)c2ccccc2)CC1 (stereo not given),-1%,x,2,-4%,8,-1%,4,2%,-21%,-4%
Cc1cc(C)nc(NC(=NCCc2c[nH]c3ccccc23)NC(=O)c2ccco2)n1,u,u,-4,12%,-20,-3%,2,0%,-53%[inhibitor],7%
N/C(Cn1cncn1)=N\OC(=O)c1ccc(Cl)cc1Cl,8%,4,2,1%,-4,-1%,i,-10%,u,9%
C/C=C/c1ccc(OCC(=O)Nc2ccncc2)c(OC)c1,-2%,u,0,-4%,-2,-1%,2,2%,-4%,30%
OC(c1cc(-c2ccc(Cl)cc2)nc2ccccc12)C1CCCCN1 (stereo not given),-8%,7,0,21%,-2,1%,0,0%,-5%,15%
CCCCCCSc1cc(-c2nc3ccc(Cl)cn3c2NCCCC)ccc1OC,65%,u,x,x,15,x,4,x,-18%,27%
O=C(NCCN1CCCCC1)c1c(O)c2ccccc2[nH]c1=O,4%,-1,5,1%,2,8%,12,-4%,11%,9%
Cc1ccc(-c2noc(COc3ccccc3C)n2)cc1,-4%,-1,0,5%,7,-1%,16,-4%,3%,12%
Cc1cccc(/C=N/n2c(C)nc3ccccc3c2=O)c1,3%,u,1,-3%,-12,2%,6,-1%,15%,1%
Cc1ccc(N=Nc2c(=O)[nH]n3c(C)cc(C)nc23)cc1,-6%,x,-1,-4%,8,-1%,-8,u,-6%,4%
NC(=O)C1=C[C@@H](c2coc3ccccc3c2=O)C[C@@H](OCc2ccc(CO)cc2)O1,4%,3,0,-4%,12,4%,1,-2%,9%,-20%
CC(C)n1c(NCc2cccs2)nc2ccccc21,2%,1,0,-3%,-8,0%,-12,-10%,0%,8%
COc1cc(/C=N/NC(=O)c2ccccn2)cc2c1OCO2,3%,2,2,-2%,-7,-1%,-4,u,-12%,-6%
O=C(C[n+]1cn(C(F)F)c2ccccc21)c1ccc(OC(F)F)cc1,-3%,0,0,u,-11,-2%,29,6%,u,26%
CCCn1c(N)c(C(=O)CN(C)CC(=O)Nc2ccccc2C(F)(F)F)c(=O)[nH]c1=O,-1%,2,x,x,2,x,-6,x,-22%,2%
COc1cccc(-c2ccc3c(c2)S(=O)(=O)c2cccc(C(=O)O)c2C3=O)c1OC,-2%,-5,x,x,5,x,-5,x,31%,-4%
Cc1cc(NC(=O)CCc2ccc(-c3ccccc3)o2)no1,29%,0,-2,u,-17,6%,-3,7%,20%,7%
Cc1ccc(S(=O)(=O)O)c(C)c1N1CCCC1=O,1%,-1,4,4%,-10,0%,-13,2%,5%,0%
O=C(CN1CCC(NC(=O)C2CCCCC2)CC1)NCc1ccco1,1%,-2,0,6%,11,10%,-1,x,-14%,7%
Cc1ccc(C(=O)OCC(=O)Nc2ccccc2Cl)c(O)c1,-2%,24,4,5%,-17,1%,10,-4%,u,-8%
COc1ccc(S(=O)(=O)N(CC(=O)NCC2CCCO2)Cc2ccccc2)cc1C (stereo not given),-3%,u,1,4%,8,2%,10,-8%,-24%,13%
COC(=O)CNC(=O)C1Nc2ccccc2C2C=CCC12 (stereo not given),37%,x,x,x,3,x,-8,x,7%,x
COC(=O)CCC(NC(=O)c1cc(C)oc1C)C(=O)OC (stereo not given),2%,-1,1,4%,7,-1%,3,6%,12%,-3%
CCCn1c(SC(C(=O)Nc2cccc(OC)c2)c2ccccc2)nc2ccccc2c1=O (stereo not given),-6%,3,-2,9%,-21,0%,2,x,0%,10%
Cc1ccc(CSc2nc3sc(C)c(C)c3c(=O)n2Cc2ccco2)cc1,0%,3,2,1%,-16,2%,0,2%,9%,1%
COc1ccc(N2CCN(C(=O)Cn3c(=O)[nH]c4ccccc4c3=O)CC2)cc1,x,-2,0,13%,x,12%,x,x,x,-2%
COc1cccc(NC(=O)CNC(=O)c2ccc([N+](=O)[O-])cc2)c1,4%,2,1,3%,11,0%,-6,u,-22%,17%
COc1ccc(C[C@H]2CN3C(=NC[C@@H]3Cc3ccccc3)N2CCNC(=O)c2ccc(C)c(Br)c2)cc1,-12%,-3,3,5%,u,-2%,-25,-19%,-6%,-7%
CCOc1ccccc1C(=O)NCC(=O)OCC(=O)NCCc1ccc(S(N)(=O)=O)cc1,4%,-5,1,3%,-13,6%,-5,10%,13%,1%
COc1ccccc1OCCCCNCCO,-1%,-1,0,-4%,4,1%,10,-11%,-2%,4%
CCC1=Nc2cc(C(=O)NCCN3CCOCC3)ccc2Sc2ccccc21,1%,u,-1,4%,4,3%,-1,-1%,-8%,-3%
C=CCN1C(=O)/C(=C\C(C)=C\c2ccccc2)SC1=S,-7%,-3,0,0%,1,6%,-7,-3%,1%,10%
COc1ccc(C(=O)N2CC(=O)Nc3ccccc32)cc1S(=O)(=O)N1CCCC1,4%,-2,1,1%,9,-4%,4,-12%,10%,-3%
CCCn1nnc(NC(=O)COc2cc(C)ccc2C(C)C)n1,-1%,9,1,0%,3,2%,15,u,0%,2%
COc1ncccc1C(=O)N1CCC(n2nccc2NC(=O)CC(C)C)CC1,1%,-2,x,1%,-14,1%,-10,3%,-2%,3%
COC(=O)c1ccc(NC(=S)N2CCN(C(=O)c3ccco3)CC2)cc1,1%,-1,x,5%,5,-6%,-3,-4%,-12%,2%
Cc1ncc(C[n+]2csc(CCOC(=O)CC34CC5CC(CC(C5)C3)C4)c2C)c(N)n1,-4%,0,-1,15%,-127*,0%,5,x,-29%,-6%

# Nothing new here: entries from further up.
SMILES,ASM inhibitor,TRPV1 agonist,FBPA coupling cs,CXXC DNA block,KCNH2 3.1 inh,GALK inhibitor,KCNH2 WT inh,MBNL1-CUG inh,a7 integrin act,A-T KAP1 phos
Cc1ccc(NC(=S)N(C)Cc2cn(C)c3ccccc23)cc1,0%,9,-3,1%,-6,0%,-3,x,-35%,7%
O=[N+]([O-])c1ccc(OCc2cnc(Cl)s2)c([N+](=O)[O-])c1,-5%,2,0,-8%,-11,1%,-2,u,-10%,-3%

# (list continues)
SMILES,ASM inhibitor,TRPV1 agonist,FBPA coupling cs,CXXC DNA block,KCNH2 3.1 inh,GALK inhibitor,KCNH2 WT inh,MBNL1-CUG inh,a7 integrin act,A-T KAP1 phos
CC(C)(CNC(=O)c1ccc(Br)o1)N1CCOCC1,-1%,-2,x,2%,-11,-2%,-13,-3%,13%,16%
CC1CCCN(C(=O)C2CCC(CNc3c(N4CCCCC4)c(=O)c3=O)CC2)C1 (stereo not given),2%,1,5,0%,-2,3%,11,9%,3%,-23%
Cc1noc(C)c1COc1cccc(C(=O)Nc2ccccc2)c1,-3%,13,x,x,2,x,-1,x,15%,-3%
O=C(OCc1nnc(-c2ccccc2)o1)c1ccc2c(c1)OCO2,-2%,-1,8,1%,-8,3%,-9,-6%,32%,14%
Cc1ccc(C(=O)NC(C)CCc2ccccc2)cc1S(=O)(=O)N1CCOCC1 (stereo not given),-7%,x,x,x,-7,x,-15,x,8%,-1%
CCOc1ccc(N=C(NC#N)SC)cc1,-2%,1,-1,1%,3,4%,-5,-2%,-11%[7.66 µM],-1%

# Screens as filed in PubChem BioAssay.
